# Screening results as filed in PubChem BioAssay.
# TPT1 inh: Candida albicans TPT1 enzyme inhibitors, primary screen, biochemical, fluorescence polarization | tRNA 2'-phosphotransferase TPT1 (Candida albicans SC5314) | recombinant caTPT1, FP RNA substrate dephosphorylation | inhibition, % at 5 µM | actives 0.81% (n = 300,000) | AID 1962, 2009;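 active means inhibition above the mean of all tested compounds plus 3 SD, set per screening campaign, cut at about 24% in these data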;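 further: plate controls were DMSO alone for no effect and ferristatin control at 100 nM for full effect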
# ZTA counter: ZTA (EBV) inhibition in EBNA-1 counter-screen | P03206 | ZTA-DNA binding, fluorescence polarization | inhibition, % at 11 µM | actives 0.15% (n = 320,000) | AID 2234; in the data active means inhibition above about 33%
# PP5 primary: PP5 phosphatase inhibitors, primary screen, biochemical, fluorescence. inhibition, % at 6.7 µM. actives 0.18% (n = 320,000). AID 1987, 2009. Serine/threonine-protein phosphatase 5 (Homo sapiens), P53041. purified PP5c, OMFP substrate fluorescence;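 active means inhibition above the campaign's mean inhibition across all tested compounds plus 3 SD, cut at about 9.5% in these data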;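 further: 0% = DMSO only and 100% = 100 µM cantharidin control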
# Target sequence (P53041 whole entry, looked up): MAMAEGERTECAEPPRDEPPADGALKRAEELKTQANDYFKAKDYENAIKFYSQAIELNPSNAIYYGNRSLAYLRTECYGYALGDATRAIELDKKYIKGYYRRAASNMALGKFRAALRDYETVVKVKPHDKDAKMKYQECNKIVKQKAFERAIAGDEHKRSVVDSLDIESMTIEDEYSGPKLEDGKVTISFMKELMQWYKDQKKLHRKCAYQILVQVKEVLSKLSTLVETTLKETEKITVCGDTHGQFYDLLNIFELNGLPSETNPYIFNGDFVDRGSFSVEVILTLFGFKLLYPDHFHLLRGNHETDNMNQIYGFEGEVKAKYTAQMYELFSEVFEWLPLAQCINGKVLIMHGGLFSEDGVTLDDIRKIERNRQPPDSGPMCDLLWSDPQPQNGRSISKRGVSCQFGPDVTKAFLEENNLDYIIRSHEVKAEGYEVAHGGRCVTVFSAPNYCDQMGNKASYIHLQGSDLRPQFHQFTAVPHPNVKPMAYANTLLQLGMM
# CTSL1 counter: Fasciola hepatica cathepsin L1 inhibitors, primary screen, counter-screen for PFM18AAP inhibitor project, biochemical, QFRET, fluorogenic peptide substrate; recombinant F. hepatica cathepsin L1, Z-Leu-Arg-MCA fluorescence; inhibition, % at 5.96 µM; actives 0.49% (n = 300,000);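 active means inhibition above the mean of all tested compounds plus 3 SD, set per screening campaign, cut at about 17% in these data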;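 further: 0% = plate median of test compound wells and 100% = 1 µM Z-Phe-Ala-diazomethylketone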
# HCV core dimer: inhibitors of HCV core protein dimerization, primary screen, biochemical, TR-FRET, high-throughput. actives 0.33% (n = 300,000). TR-FRET GST/Flag-core106 dimerization, 1536-well. inhibition, % at 5 µM;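 active means inhibition above the mean of all tested compounds plus 3 SD, set per screening campaign, cut at about 45% in these data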
#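 test system = GST/Flag-tagged HCV core106 proteins | probe or stimulus = Eu donor and XL665 acceptor anti-tag antibodies | times = compound-protein-antibody incubation 4 h at 22.5 °C | signal = TR-FRET, excitation 340 nm, emission 617 and 671 nm | measure = percent inhibition of core106 dimerization signal | controls = wells lacking GST-core106 and wells with excess unlabelled core106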
# PREPL inh: PREPL enzyme inhibitors, primary screen, biochemical, fluorescence polarization. AID 2751, 2010. Prolyl endopeptidase-like (Homo sapiens), Q4J6C6. recombinant PREPL, fluorescence polarization activity-based probe. actives 0.68% (n = 320,000). inhibition, % at 5.96 µM; in the data active means inhibition above about 43%;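 further: 0% = enzyme with DMSO and 100% = wells lacking enzyme; many of its hits are not listed in these tables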
# EBNA-1 inhibitor: EBNA-1 DNA-binding inhibitors, primary screen, biochemical, fluorescence polarization. inhibition, % at 14.8 µM. actives 0.34% (n = 300,000); in the data active means inhibition above about 28%
# PP1 counter: PP1-alpha phosphatase inhibitors, primary screen, counter-screen for PP5 inhibitor project, biochemical, fluorescence, OMFP substrate, single point. Serine/threonine-protein phosphatase PP1-alpha catalytic subunit (Homo sapiens), P62136. purified PP1alpha. inhibition, % at 6.7 µM. actives 0.9% (n = 320,000). AID 2235, 2010;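 active means inhibition above the mean inhibition of all tested compounds plus 3 SD, computed separately for each screening campaign, cut at about 15% in these data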
# Target sequence (P62136 whole entry, looked up): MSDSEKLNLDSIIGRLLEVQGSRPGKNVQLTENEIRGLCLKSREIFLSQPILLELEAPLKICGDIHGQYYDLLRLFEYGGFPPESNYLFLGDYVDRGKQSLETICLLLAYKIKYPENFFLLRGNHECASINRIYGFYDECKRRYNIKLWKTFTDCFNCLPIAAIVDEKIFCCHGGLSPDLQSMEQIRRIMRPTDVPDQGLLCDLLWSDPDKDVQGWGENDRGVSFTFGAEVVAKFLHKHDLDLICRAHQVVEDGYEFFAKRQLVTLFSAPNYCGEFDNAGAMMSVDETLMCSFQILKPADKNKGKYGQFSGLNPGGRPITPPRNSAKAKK
# Efflux pump mplx: inhibitors of Candida efflux pumps in yeast, primary screen, S. cerevisiae, Nile Red, multiplex. S. cerevisiae Candida pump triplex. inhibition, % at 10 µM. actives 0.44% (n = 330,000);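 active means plate passing quality check with inhibition over a set limit, or well fluorescence over plate mean plus 4 SD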;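 further: Nile Red retained in pooled yeast measured as flow cytometry median fluorescence; 0% = buffer negative control and 100% = Enniatin B positive control; higher means more Nile Red kept so more efflux inhibition; some compounds called inactive have numbers as strong as hits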
# The depositor's hits bear a star; · = not tested or not shown.
nr	molecule	TPT1 inh	ZTA counter	PP5 primary	CTSL1 counter	HCV core dimer	PREPL inh	EBNA-1 inhibitor	PP1 counter	Efflux pump mplx
1	CC1Cc2ccccc2N1C(=O)COC(=O)c1n[nH]c(=O)c2ccccc12 (centres undefined)	·	-4	-1.5	·	·	-25	·	-1	0.1
2	COc1cccc(C(C(=O)NC2CCCCC2)N(Cc2ccco2)C(=O)c2ccccn2)c1 (centres undefined)	-2	-15	-0.8	-6	-7	3	8	-3	0.1
3	O=C(C(c1ccccc1)c1ccccc1)N1CC[C@@]2(O)CCCC[C@H]2C1	0	16	1.7	2	3	-16	-5	-3	0.4
4	CC(=O)NCCOc1nc(N(C)C)nc(N2CCOCC2)n1	0	6	1.9	-1	-2	-6	2	1	0.5*
5	COc1ccc(-c2cc(=O)oc3cc(OCC(=O)NCC(O)c4ccccc4)ccc23)cc1 (centres undefined)	-3	23	2.1	0	1	7	3	-6	-0.2
6	CCOC(=O)CCc1nc2ccccc2[nH]c1=O	0	-1	3.7	-3	0	-1	-1	1	-0.2
7	Cn1cccc1C(=S)N=P(C1CCCCC1)(N1CCOCC1)N1CCOCC1	-2	11	-0.3	1	3	9	0	0	0.0
8	COC(=O)C1CCCCN1C(=O)CCc1nnc(CCc2c[nH]c3ccccc23)o1 (centres undefined)	3	0	-0.5	-2	-6	9	-6	-7	0.1
9	CN(C)c1nc(NCc2ccccc2)nc(N/N=C/c2ccc3c(c2)OCO3)n1	-2	-6	2.0	2	-3	5	7	4	0.0
10	COc1ccc2c(c1)[C@H]1[C@H](CO2)[C@H](c2ccccc2)[C@]2(C)C(=O)Nc3ccccc3C(=O)N12	-2	-15	3.3	-13	29	-2	-1	5	0.0
11	COc1cccc(NC(=O)c2cc(-c3ccc(C)o3)nc3ccccc23)c1	2	-2	2.2	1	48*	-1	2	4	-0.1
12	COc1ccc(OC)c(NC(=O)c2ccc(NC(C)=O)cc2)c1	-5	-11	-0.8	-1	0	-5	0	-2	0.0
13	O=C(COc1ccccc1Cl)N(Cc1ccco1)C1CCS(=O)(=O)C1 (centres undefined)	0	2	0.5	10	3	2	0	-2	0.0
14	O=C(CC1C(=O)NCCN1C(=O)Nc1ccccc1)Nc1ccc2c(c1)OCO2 (centres undefined)	-2	5	-2.3	-1	5	-1	2	-6	-0.3
15	CCCCC(CC)CNC(=O)CCS(=O)(=O)c1cccc2nsnc12 (centres undefined)	0	0	1.0	0	1	7	-6	-1	0.0
16	CC(C)N1C(=O)C2(OCCCO2)c2cc(Br)ccc21	5	4	1.1	-4	-4	13	-15	-1	0.1
17	CC(=O)OC1c2ccccc2C(=O)N1c1ccccc1C (centres undefined)	-4	-2	5.1	-4	4	3	-4	-1	-0.1
18	Cc1nnc(SCC(=O)Nc2ccc3c(c2)OCCO3)n1CC1CCCO1 (centres undefined)	-4	5	0.7	-1	1	-3	-1	-5	0.2
19	CCOC(=O)C1(Cc2cccc(OC)c2)CCN(CC(O)CO)CC1 (centres undefined)	-2	-6	0.1	0	0	11	-5	-4	0.0
20	O=C(Nc1nc2ccccc2n1CCN1CCOCC1)c1ccc(Cn2cc([N+](=O)[O-])cn2)o1	2	16	3.8	4	0	6	2	-6	3.0

# The list continues:
nr	molecule	TPT1 inh	ZTA counter	PP5 primary	CTSL1 counter	HCV core dimer	PREPL inh	EBNA-1 inhibitor	PP1 counter	Efflux pump mplx
21	NS(=O)(=O)c1ccc(CCNC/C=C/c2ccccc2)cc1	-2	-1	-2.1	3	-6	8	3	-1	-0.1
22	COCCNC(=O)CN1CCOc2ccccc21	1	-2	0.6	0	-1	-4	8	-2	0.2
23	CSc1cccc(NC(=O)c2cnccn2)c1	0	-2	0.5	-1	-6	-7	0	0	-0.1
24	COc1ccc2cc3cc(C(=O)NCC4COc5ccccc5O4)oc3nc2c1 (centres undefined)	-7	1	-0.2	6	7	-1	7	-3	0.0
25	N#CC1=C(N)Oc2cc(O)c(C=Nc3ccccc3)cc2C1c1ccccc1 (centres undefined)	3	-3	2.6	1	13	22	1	1	0.0
26	CC(C)(C)OC(=O)N[C@@H](Cc1ccccc1)c1nnc(SCC(N)=O)o1	-4	-4	-0.8	1	2	0	-4	-7	-0.1
27	O=C(NCc1cccs1)C1CCCN(S(=O)(=O)c2ccc3c(c2)OCO3)C1 (centres undefined)	-3	11	0.0	1	3	-1	3	-4	0.1
28	CC(C)OC(=O)CCCCCN1C(=O)CSC1=S	-3	-6	4.1	0	2	-14	-3	1	0.3
29	CC12CCC(=O)N1C(C(=O)NNC(=O)c1ccccc1F)CS2 (centres undefined)	·	-1	-0.8	·	·	3	·	-7	0.2
30	CC1=NC(Nc2nc(C)c3ccccc3n2)=NC(C)(C)C1	8	14	-0.1	0	-3	13	8	2	-0.1
31	CSc1ccccc1NC(=S)Nc1ccccc1C(F)(F)F	-4	-7	3.7	1	-4	1	-5	-3	0.0
32	COC(=O)c1c(N)sc2c1CCN(c1ncc(C(F)(F)F)cc1Cl)C2	11	-1	2.0	6	5	7	0	1	-0.1
33	CCc1cc2c(SCC(=O)N(CC)c3c(N)n(Cc4ccccc4)c(=O)[nH]c3=O)ncnc2s1	8	8	0.6	7	4	5	1	-6	-0.1
34	CC(=O)c1ccc(NC(=S)NCCCN2CCOCC2)cc1	-4	-3	-1.1	2	-2	3	-6	-2	-0.1
35	COc1ccc(-c2cc(C(=O)N3CCN(Cc4ccc5c(c4)OCO5)CC3)on2)cc1OC	0	-6	0.5	-4	7	-3	6	-2	0.0
36	CCOC(=O)C(Cc1cc(C(C)=O)ccc1OCC)C(=O)OCC	0	5	0.0	1	-3	-3	9	-1	-0.1
37	Cn1c(C(=O)NC2CCCCCC2)cc2c(=O)n(C)c3ccccc3c21	-4	-3	2.1	0	8	-13	1	-7	0.3
38	CN(C(=O)CSc1ncnc2sc(-c3ccccc3)cc12)C1CCS(=O)(=O)C1 (centres undefined)	1	-2	3.6	1	-6	5	-5	0	-0.1
39	CC1C(=O)N(c2ccc(S(=O)(=O)N(C)C)cc2)C1(/C=C/c1ccccc1)C(=O)NC1CCCC1 (centres undefined)	-1	1	4.1	3	19	1	11	4	-0.1
40	Cc1ccc(CSc2ccc(-c3ccc4c(c3)OCO4)nn2)cc1	-2	-14	-1.0	-4	-1	-4	-3	-1	-0.2

# Continuation:
nr	molecule	TPT1 inh	ZTA counter	PP5 primary	CTSL1 counter	HCV core dimer	PREPL inh	EBNA-1 inhibitor	PP1 counter	Efflux pump mplx
41	COc1ccc(CSc2ccc(S(=O)(=O)N3CCCCC3)cn2)cc1F	·	3	1.3	·	·	2	·	0	0.6
42	COC(=O)CSc1nc2ccc(NC(=O)CSc3nnnn3Cc3ccccc3)cc2s1	2	13	0.1	-1	10	0	22	0	-0.1
43	COc1ccc(-n2nnc3c(SCC(=O)Nc4ccc5c(c4)OCCO5)ncnc32)cc1	12	10	-2.9	4	2	4	-2	-7	0.3
44	CN(CC(=O)Nc1ccc(F)c(F)c1F)c1ncnc2sccc12	2	-8	0.3	2	2	8	-8	-5	0.0
45	Cc1ccc(C)c(NC(=O)CCN2CCC(C)CC2)c1	-1	7	-5.2	5	-6	3	12	-2	-0.1
46	CCOc1ccccc1NC(=O)CCc1ccc(C)o1	-8	-25	0.6	4	-2	4	-11	-1	0.0
47	CCN1/C(=C\C=C(C(C)=O)C(C)=O)Sc2ccccc21	196*	-3	6.9	11	-17	-5	-7	-2	0.0
48	COCCNC(=S)NCc1ccc2[nH]c3c(c2c1)CCCC3	-2	-17	2.0	4	-17	15	11	-1	-0.2
49	CC(=O)N1CCN(c2ccc(NC(=O)c3ccccc3)cc2)CC1	-6	2	-2.1	-1	-1	2	-8	-1	-0.1
50	CC(C)(C)OC(=O)[C@H](Cc1ccccc1)NC(=O)c1nc[nH]c1C(=O)NC1CCNCC1	4	10	1.6	-4	-2	6	5	-1	-0.1
51	S=C(NCCCN1CCOCC1)Nc1cccc(Cl)c1	0	17	-1.0	-3	-2	-4	-12	1	0.0
52	O=c1cnnc(Nc2cccc(F)c2)[nH]1	4	12	0.0	2	4	14	3	0	0.0
53	c1ccc(-c2nnc(-c3c[nH]c4ccccc34)nc2-c2ccccc2)cc1	-2	20	2.5	4	6	-4	-4	1	0.0
54	Oc1ccc(/C=N/n2c3ccccc3c3ccccc32)cc1	-3	6	2.0	4	-5	19	6	4	-0.3
55	O=C(NCc1ccc(F)cc1)c1ccc2c(=O)n3c(nc2c1)CCCCC3	0	0	1.4	-2	-3	-8	-4	-5	0.1
56	COc1cccc(OCC(=O)NNC(=O)c2ccc3ccccc3c2)c1	-3	-5	-1.2	-19	-4	8	9	-1	-2.8
57	Nc1c(-c2cccc(Cl)c2)cnn1-c1cccc(C(F)(F)F)c1	0	2	2.4	2	-1	10	-7	4	0.1
58	O=C(NCCN1CCOCC1)C1CCC(=O)N1Cc1ccccc1Cl (centres undefined)	0	-13	-0.3	1	0	-9	2	-1	0.0

# Of the compounds above, 8 have fluorine:
nr	molecule	TPT1 inh	ZTA counter	PP5 primary	CTSL1 counter	HCV core dimer	PREPL inh	EBNA-1 inhibitor	PP1 counter	Efflux pump mplx
29	CC12CCC(=O)N1C(C(=O)NNC(=O)c1ccccc1F)CS2 (centres undefined)	·	-1	-0.8	·	·	3	·	-7	0.2
31	CSc1ccccc1NC(=S)Nc1ccccc1C(F)(F)F	-4	-7	3.7	1	-4	1	-5	-3	0.0
32	COC(=O)c1c(N)sc2c1CCN(c1ncc(C(F)(F)F)cc1Cl)C2	11	-1	2.0	6	5	7	0	1	-0.1
41	COc1ccc(CSc2ccc(S(=O)(=O)N3CCCCC3)cn2)cc1F	·	3	1.3	·	·	2	·	0	0.6
44	CN(CC(=O)Nc1ccc(F)c(F)c1F)c1ncnc2sccc12	2	-8	0.3	2	2	8	-8	-5	0.0
52	O=c1cnnc(Nc2cccc(F)c2)[nH]1	4	12	0.0	2	4	14	3	0	0.0
55	O=C(NCc1ccc(F)cc1)c1ccc2c(=O)n3c(nc2c1)CCCCC3	0	0	1.4	-2	-3	-8	-4	-5	0.1
57	Nc1c(-c2cccc(Cl)c2)cnn1-c1cccc(C(F)(F)F)c1	0	2	2.4	2	-1	10	-7	4	0.1

# Not all compounds are listed; rates above refer to the full screens.
